ATXN viability: Viability Counterscreen for Primary qHTS for Inhibitors of ATXN expression; actives 0.49% (n = 400,000); S2 cells (HEK-293 line with an ATXN2-luciferase reporter) viability, CellTiter-Fluor protease fluorescence, 24 h; Potency, µM (top dose mostly 56.7 µM), usual class: cytotoxic; AID 651635, 2014; note: potency is the fitted concentration of half-maximal effect; nearly all actives have a fitted effect of over 40% in size
HepG2 tox: qHTS for Inhibitors of TGF-b: Cytotox Counterscreen; HepG2 CAGA-GFP viability, ATP luminescence, 18 h; Potency, µM (series often up to 46.1 µM), without a hit: top-dose activity change, negative = cytotoxicity, hits mostly cytotoxic; actives 0.76% (n = 410,000); note: potency is the fitted concentration of half-maximal effect; some results filed as inactive show a strong effect at the top dose
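HepG2 CAGA-GFP cells (1000/well, DMEM with 1% FBS) received compound, then TGF-beta at 500 pg/mL final, and were incubated 18 hours at 37 degrees C. Viability was read by CellTiter-Glo luminescence. Media-only wells were set as complete cell-killing and DMSO as no toxicity.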
ATXN2 expr inh: Primary qHTS for Inhibitors of ATXN expression | HEK-293 ATXN2-luciferase reporter, luminescence, 24 h | Potency, µM (titrated, usually from 57 µM), for the others: at the highest dose activity change, negative = inhibition, usual class: inhibitors | actives 0.72% (n = 360,000); note: potency is the fitted concentration of half-maximal effect; % is set by controls: 0 for no effect and ±100 for the full control effect; nearly all actives have a fitted effect of over 55% in size
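qHTS (up to 57 uM final) was run with 24 h compound exposure of reporter cells at 37 °C. Each well was multiplexed: SteadyGlo luminescence measured ATXN2-luciferase expression after a fluorogenic Gly-Phe-AFC viability readout (25 uM final).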
A549 tox: Nrf2 qHTS screen for inhibitors: counterscreen for cytotoxicity; A549 ARE-Fluc cells, CellTiter-Fluor viability, 18-24 h; Potency, µM (highest dose often 46 µM), without a hit: top-dose activity change, negative = cytotoxicity, actives largely listed as inhibitors; actives 0.16% (n = 390,000); AID 504648, 2011; note: potency is the fitted concentration of half-maximal effect; % is set by controls: 0 for no effect and ±100 for the full control effect
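Cytotoxicity counterscreen: CellTiter-Fluor fluorescence was measured in A549 ARE_Fluc cells after 18-24 h of compound exposure in a concentration series. The subsequent BugLite luminescent read reports ARE-luciferase activity.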
Nrf2 ARE act: qHTS of Nrf2 Activators | actives 0.31% (n = 410,000) | Potency, µM (doses to about 46.1 µM), for inactives: at the highest dose activation, actives largely listed as activators | AREc32 ARE-luciferase reporter (MCF7-derived line), luminescence, 24 h; note: potency is the fitted concentration of half-maximal effect; % of control where 0% means no effect; nearly all actives have a fitted effect of over 65% in size
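Nrf2 activation is followed as ARE-luciferase induction in the AREc32 line after one day of compound treatment; luminescence is read with Steady-Glo.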
IL-2 act: qHTS of IL-2 Activators | actives 0.065% (n = 360,000) | activation, % (series mostly up to about 46 µM) | AID 652025, 2013 | IL-2 activation reporter assay, cell-based qHTS; stimulated with anti-CD3/CD4/CD28 beads; in transgenic mouse T cells; in the data active = activation above about 50%; inconclusive = mostly about 30% to 49%; note: 0% is about no effect
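Unstimulated transgenic mouse T cells preincubated 60 min with compound, then stimulated with anti-CD3/anti-CD4-coated beads plus anti-CD28 for 18 h at 37 degrees C. IL-2 response read as EGFP and DsRed fluorescence by plate cytometry.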
Nrf2 block: Nrf2 qHTS screen for inhibitors; actives 2.1% (n = 360,000); Potency, µM (highest dose often 46 µM), for the others: top-dose activity change, negative = inhibition, hits mostly inhibitors; A549 ARE-Fluc reporter, luciferase luminescence, 18-24 h; note: potency is the fitted concentration of half-maximal effect; % is set by controls: 0 for no effect and ±100 for the full control effect; nearly all actives have a fitted effect of over 60% in size
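Quantitative HTS in A549 cells stably bearing an antioxidant response element-firefly luciferase construct. Inhibition of Nrf2-driven transcription was scored by luminescence after 18-24 h of compound exposure at 37 °C.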
EPAC2 agonist: qHTS for Agonist of cAMP-regulated guanine nucleotide exchange factor 4 (EPAC2): primary screen; Rap guanine nucleotide exchange factor 4 (Homo sapiens), Q8WZA2; EPAC2 activation, biochemical qHTS; response scale: 100% = 6.5 mM cAMP response; Potency, µM (doses to about 154 µM), for inactives: at the highest dose activation, usual class: activators; actives 0.079% (n = 360,000); AID 720711, 2013; note: potency is the fitted concentration of half-maximal effect; nearly all actives have a fitted effect of over 50% in size
Target sequence (Q8WZA2 whole entry, looked up): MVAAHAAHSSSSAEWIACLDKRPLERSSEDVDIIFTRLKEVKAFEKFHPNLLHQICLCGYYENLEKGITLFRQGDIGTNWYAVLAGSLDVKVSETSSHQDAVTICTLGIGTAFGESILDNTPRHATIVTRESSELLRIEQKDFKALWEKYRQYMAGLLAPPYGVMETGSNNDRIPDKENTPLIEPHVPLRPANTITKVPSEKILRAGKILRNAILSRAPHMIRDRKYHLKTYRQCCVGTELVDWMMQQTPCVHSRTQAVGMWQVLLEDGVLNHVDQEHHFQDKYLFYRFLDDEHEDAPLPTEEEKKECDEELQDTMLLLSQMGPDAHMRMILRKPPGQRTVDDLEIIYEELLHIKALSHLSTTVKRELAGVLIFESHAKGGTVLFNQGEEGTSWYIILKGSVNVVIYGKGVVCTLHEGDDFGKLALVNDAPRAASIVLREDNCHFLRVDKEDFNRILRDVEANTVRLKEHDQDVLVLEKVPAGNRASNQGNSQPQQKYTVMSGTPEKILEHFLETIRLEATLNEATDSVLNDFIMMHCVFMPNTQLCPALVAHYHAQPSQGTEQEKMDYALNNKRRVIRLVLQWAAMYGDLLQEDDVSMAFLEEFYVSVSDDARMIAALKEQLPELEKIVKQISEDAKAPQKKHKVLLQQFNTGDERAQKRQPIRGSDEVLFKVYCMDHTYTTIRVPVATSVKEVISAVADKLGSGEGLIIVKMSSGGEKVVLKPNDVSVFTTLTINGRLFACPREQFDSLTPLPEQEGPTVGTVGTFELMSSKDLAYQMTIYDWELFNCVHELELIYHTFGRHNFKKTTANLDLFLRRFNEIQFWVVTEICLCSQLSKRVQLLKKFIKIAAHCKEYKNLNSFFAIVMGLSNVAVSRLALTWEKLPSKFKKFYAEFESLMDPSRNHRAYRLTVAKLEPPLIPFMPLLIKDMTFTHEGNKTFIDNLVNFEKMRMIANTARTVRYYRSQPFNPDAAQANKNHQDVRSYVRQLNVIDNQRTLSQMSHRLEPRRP
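In this primary screen, activation is scored as increased exchange of BODIPY-GDP from Rap1B by 100 nM EPAC2, with 50 uM GDP as competitor. Signal is normalized to the 6.5 mM cAMP agonist control.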
TGFb SMAD3 inh: qHTS for Inhibitors of TGF-b. actives 1.2% (n = 410,000). HepG2 CAGA-GFP TGF-b/SMAD3 reporter, GFP fluorescence, 18 h; TGF-beta stimulated, 500 pg/mL final. Potency, µM (series often up to 46.1 µM), without a hit: at the top dose activity, negative = inhibition, most hits filed as inhibitors. AID 588855, 2011; note: potency is the fitted concentration of half-maximal effect; % is set by controls: 0 for no effect and ±100 for the full control effect; nearly all actives have a fitted effect of over 65% in size
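HEPG2 CAGA-GFP reporter cells (1000/well, DMEM with 1% FBS) received compounds, then recombinant TGF-beta at 500 pg/mL final for 18 hours at 37 degrees C. Per-cell GFP summed per well was normalised to unstimulated and stimulated DMSO controls before curve fitting.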
An asterisk follows results filed as active; [ ] = remark or other dose. Unless noted, calls come from the whole dose curve; as a rule, active = well fitted curve in the direction sought with a large enough effect; inconclusive = small, poorly fitted or top-dose-only effect, or another doubt; inactive = no such curve, though single readings can be large; an effect the other way counts as inactive or inconclusive.

CCn1c(N)c(C(=O)NCc2ccco2)sc1=S was read as ATXN viability inactive, HepG2 tox 10%, ATXN2 expr inh 2%, A549 tox 0%, Nrf2 ARE act 5.7%, IL-2 act -0.9, Nrf2 block -19%, EPAC2 agonist -4%[15.6 µM] and TGFb SMAD3 inh 35%[activator].
`Cc1cccc(CNC(=O)c2ccc(NC(=O)C3=CSCCO3)cc2)c1` gave ATXN viability inactive, HepG2 tox -4%, ATXN2 expr inh 8%, A549 tox 0%, Nrf2 ARE act 0.2%, IL-2 act -2.7, Nrf2 block 5%, EPAC2 agonist -10% and TGFb SMAD3 inh 3%.
For Cc1cccc(N2CCCn3c2nc2c3c(=O)n(CCN3CCOCC3)c(=O)n2C)c1 the results were ATXN viability inconclusive, HepG2 tox -1%, ATXN2 expr inh -5%, A549 tox -11%, Nrf2 ARE act -0.8%, IL-2 act 0.9, Nrf2 block inconclusive, EPAC2 agonist -4% and TGFb SMAD3 inh -12%.
Screening CC1CN(c2nc(N(C)c3ccccc3)nc(N)c2[N+](=O)[O-])CC(C)O1 (stereo not given) returned ATXN viability inactive, HepG2 tox -20%, ATXN2 expr inh -2%, A549 tox 0%, Nrf2 ARE act 3.1%, IL-2 act -0.9, Nrf2 block -3%, EPAC2 agonist 12% and TGFb SMAD3 inh -5%.
CCC(=O)c1ccc(OCCN2CCOCC2)cc1 was read as ATXN viability inactive, HepG2 tox -1%, ATXN2 expr inh 9%, A549 tox 5%, Nrf2 ARE act -0.2%, IL-2 act -1.2, Nrf2 block inconclusive, EPAC2 agonist 6% and TGFb SMAD3 inh 23%.
`Cc1ccc(CN2C(=O)CCC2(C)c2nnnn2-c2c(C)cccc2C)cc1` (stereo not given) gave ATXN viability inconclusive, ATXN2 expr inh 7%, Nrf2 ARE act 0.4%, IL-2 act 1.9 and EPAC2 agonist 3%.
`COc1ccccc1C(=O)NCCCCNC(=O)c1ccccc1OC` gave ATXN viability inactive, HepG2 tox 7%, ATXN2 expr inh 1%, A549 tox 0%, Nrf2 ARE act -0.5%, IL-2 act -5.7, Nrf2 block -19%, EPAC2 agonist 1% and TGFb SMAD3 inh 29%.
O=C(C1CCN(S(=O)(=O)c2cnc[nH]2)CC1)N1CCc2ccccc2C1 was read as ATXN viability inactive, HepG2 tox -1%, ATXN2 expr inh 8%, A549 tox -7%, Nrf2 ARE act 0.1%, IL-2 act 0.5, Nrf2 block -1%, EPAC2 agonist 3% and TGFb SMAD3 inh -12%.
Cn1cc(SCC(=O)NC2CCCC2)c2ccccc21 was read as ATXN viability inactive, HepG2 tox -4%, ATXN2 expr inh 7%, A549 tox 0%, Nrf2 ARE act 0.3%, IL-2 act -1.7, Nrf2 block 7%, EPAC2 agonist 4% and TGFb SMAD3 inh -1%.
CCCn1c(SCC(=O)N2CCc3ccccc3C2)nc(O)cc1=O was read as ATXN viability inactive, HepG2 tox -8%, ATXN2 expr inh -11%, A549 tox 12%, Nrf2 ARE act -0.3%, IL-2 act -0.2, Nrf2 block 6%, EPAC2 agonist 6% and TGFb SMAD3 inh 1%.
C[C@@H]1CN([C@H](C)CO)C(=O)CCCn2cc(nn2)CO[C@H]1CN(C)C(=O)Nc1cccc(F)c1 was read as ATXN viability inactive, HepG2 tox -2%, ATXN2 expr inh 6%, Nrf2 ARE act -0.4%, IL-2 act 5.1, EPAC2 agonist 4% and TGFb SMAD3 inh 31%[activator].
COc1cc(NCCC(=O)c2cccs2)c(OC)cc1Cl was read as ATXN viability inactive, HepG2 tox -26%, ATXN2 expr inh 36%, A549 tox 5%, Nrf2 ARE act inconclusive, IL-2 act -2.9, Nrf2 block -4%, EPAC2 agonist 1% and TGFb SMAD3 inh inconclusive.
CCOc1ccc(-c2noc(-c3cccnc3)n2)cc1OC was read as ATXN viability inactive, HepG2 tox 4%, ATXN2 expr inh 13%, A549 tox -8%, Nrf2 ARE act -1.1%, IL-2 act 2.8, Nrf2 block 3%, EPAC2 agonist 4% and TGFb SMAD3 inh 4%.
`COc1cccc(CNC(=O)c2nn(-c3ccc(C)cc3)c(=O)c3c2c2ccccc2n3C)c1` gave ATXN viability inactive, HepG2 tox -3%, ATXN2 expr inh -3%, A549 tox 8%, Nrf2 ARE act 5.0%, Nrf2 block 23% and TGFb SMAD3 inh 4%.
`Cc1cc(NC(=O)CCN2CCN(C)CC2)ccc1Br` gave ATXN viability inactive, HepG2 tox -10%, ATXN2 expr inh -5%, A549 tox 16%, Nrf2 ARE act 0.0%, IL-2 act -1.1, Nrf2 block 0%, EPAC2 agonist -4% and TGFb SMAD3 inh 10%.
Screening COc1ccc(Cl)cc1NC(=O)CCN1C(=O)C2CC=CCC2C1=O (stereo not given) returned ATXN viability inactive, HepG2 tox -19%, ATXN2 expr inh -8%, A549 tox 7%, Nrf2 ARE act 0.1%, IL-2 act -3.7, Nrf2 block -10%, EPAC2 agonist 9% and TGFb SMAD3 inh -10%.
Screening NC(=O)/C(=C/c1ccco1)NC(=O)/C=C/c1ccccc1 returned ATXN viability inconclusive, HepG2 tox 8%, ATXN2 expr inh -6%, A549 tox 1%, Nrf2 ARE act 8.4%, IL-2 act -0.8, Nrf2 block -13%, EPAC2 agonist 5% and TGFb SMAD3 inh 17%.
Screening O=[N+]([O-])c1ccc(S(=O)(=O)NCC2CCCO2)cc1 (stereo not given) returned ATXN viability inactive, HepG2 tox 13%, ATXN2 expr inh 1%, A549 tox -10%, Nrf2 ARE act 0.1%, IL-2 act 0.0, Nrf2 block -26%, EPAC2 agonist 3% and TGFb SMAD3 inh -6%.
Screening Nc1nc(NCCCN2CCOCC2)nc(Nc2ccc(F)cc2)c1[N+](=O)[O-] returned ATXN viability inactive, HepG2 tox -19%, ATXN2 expr inh -26%, A549 tox 1%, Nrf2 ARE act 1.8%, IL-2 act -4.0, Nrf2 block inconclusive, EPAC2 agonist 4% and TGFb SMAD3 inh inconclusive.
C(=NN=Cc1c[nH]c2ccccc12)c1c[nH]c2ccccc12 was read as ATXN viability inactive, HepG2 tox -24%, Nrf2 ARE act 5.6%, IL-2 act 3.7, EPAC2 agonist 10% and TGFb SMAD3 inh inconclusive.
For O=C(CCNC(=O)c1ccc(Br)cc1)Nc1ccc(S(=O)(=O)N2CCOCC2)cc1 the results were ATXN viability inactive, HepG2 tox -7%, ATXN2 expr inh -5%, A549 tox -1%, Nrf2 ARE act -0.2%, IL-2 act 0.5, Nrf2 block -11%, EPAC2 agonist 10% and TGFb SMAD3 inh -13%.
For O=C(CNS(=O)(=O)c1ccccc1F)OCC(=O)c1c[nH]c2ccccc12 the results were ATXN viability inactive, HepG2 tox -8%, ATXN2 expr inh 3%, A549 tox -2%, Nrf2 ARE act -0.4%, IL-2 act 0.5, Nrf2 block 1%, EPAC2 agonist 15% and TGFb SMAD3 inh 0%.
`CCCCCN(C(=O)NC(=O)Nc1ccccc1C)S(=O)(=O)c1ccccc1` gave ATXN viability inactive, HepG2 tox -29%, ATXN2 expr inh 15%, A549 tox 6%, Nrf2 ARE act 2.9%, IL-2 act 0.6, Nrf2 block -6%, EPAC2 agonist 3% and TGFb SMAD3 inh inconclusive.
`Cc1nc2ccc(S(=O)(=O)N(CC(=O)Nc3cccc(Cl)c3)Cc3ccccc3)cc2s1` gave ATXN viability inconclusive, HepG2 tox -19%, ATXN2 expr inh inconclusive, A549 tox -10%, Nrf2 ARE act 2.0%, Nrf2 block inconclusive and TGFb SMAD3 inh inconclusive.
Screening Cc1ccc(OCCn2c(=O)oc3ccc(C)cc32)cc1 returned ATXN viability inactive, HepG2 tox -15%, ATXN2 expr inh 13%[11.3 µM], A549 tox 25%, Nrf2 ARE act 4.6%, IL-2 act -0.1, Nrf2 block -10%, EPAC2 agonist 8% and TGFb SMAD3 inh -11%.
COc1ccc(CC(NC(C)=O)C(=O)NC2CCN(C(=O)Nc3ccccc3C)CC2)cc1OC (stereo not given) was read as ATXN viability inactive, HepG2 tox 5%, ATXN2 expr inh 3%, A549 tox -1%, Nrf2 ARE act 0.0%, IL-2 act -0.6, Nrf2 block 4%, EPAC2 agonist -7% and TGFb SMAD3 inh 0%.
CCOC(=O)c1sc(NC(=O)c2ccc(C)s2)cc1C was read as ATXN viability inactive, HepG2 tox -37%, ATXN2 expr inh 36%[activator], A549 tox -12%, Nrf2 ARE act 2.8%, IL-2 act -3.8, Nrf2 block -11%, EPAC2 agonist -1% and TGFb SMAD3 inh -8%.

Three records picked at random from the list so far, as already listed:
`COc1ccccc1C(=O)NCCCCNC(=O)c1ccccc1OC` gave ATXN viability inactive, HepG2 tox 7%, ATXN2 expr inh 1%, A549 tox 0%, Nrf2 ARE act -0.5%, IL-2 act -5.7, Nrf2 block -19%, EPAC2 agonist 1% and TGFb SMAD3 inh 29%.
Cn1cc(SCC(=O)NC2CCCC2)c2ccccc21 was read as ATXN viability inactive, HepG2 tox -4%, ATXN2 expr inh 7%, A549 tox 0%, Nrf2 ARE act 0.3%, IL-2 act -1.7, Nrf2 block 7%, EPAC2 agonist 4% and TGFb SMAD3 inh -1%.
Screening NC(=O)/C(=C/c1ccco1)NC(=O)/C=C/c1ccccc1 returned ATXN viability inconclusive, HepG2 tox 8%, ATXN2 expr inh -6%, A549 tox 1%, Nrf2 ARE act 8.4%, IL-2 act -0.8, Nrf2 block -13%, EPAC2 agonist 5% and TGFb SMAD3 inh 17%.

From PubChem BioAssay
